# TRPC4 PAM – allosterically enhances the mouse TRPC4 cation channel. B-score at 10 µM. AID 2227. Q9QUQ5. actives 0.42% (n = 310,000). HEK293 TRPC4beta/mu-opioid, DAMGO EC20, Fluo-4 Ca2+ flux; stronger effect = higher value;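 active = B-score of calcium response area above 5 SD of library B-scores, with initial fluorescence ratio within 5 SD of library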;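 note: B-score of integrated fluorescence ratio over time as area under calcium response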
# DYRK1A inh – inhibitors of rat Dyrk1A kinase; ADP-Glo luminescence, NFATc1 peptide; inhibition, % at 12.5 µM; actives 0.43% (n = 310,000); AID 504441; in the data active = inhibition above about 50%;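 note: plate controls were vehicle with enzyme for no effect and no enzyme for full effect; many of its hits are not listed in these tables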
# KCNK3 block – human KCNK3 channel inhibition, primary screen; CHO-KCNK3 thallium flux, FluxOR fluorescence; stronger effect = lower value; B-score at 10 µM; actives 0.84% (n = 340,000); AID 602410; O14649;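 active = B-score under library mean minus 4 SD, starting fluorescence ratio at most library mean plus 5 SD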;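 note: more negative B-score means stronger inhibition of thallium flux through KCNK3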
# Target sequence (O14649 whole entry, looked up): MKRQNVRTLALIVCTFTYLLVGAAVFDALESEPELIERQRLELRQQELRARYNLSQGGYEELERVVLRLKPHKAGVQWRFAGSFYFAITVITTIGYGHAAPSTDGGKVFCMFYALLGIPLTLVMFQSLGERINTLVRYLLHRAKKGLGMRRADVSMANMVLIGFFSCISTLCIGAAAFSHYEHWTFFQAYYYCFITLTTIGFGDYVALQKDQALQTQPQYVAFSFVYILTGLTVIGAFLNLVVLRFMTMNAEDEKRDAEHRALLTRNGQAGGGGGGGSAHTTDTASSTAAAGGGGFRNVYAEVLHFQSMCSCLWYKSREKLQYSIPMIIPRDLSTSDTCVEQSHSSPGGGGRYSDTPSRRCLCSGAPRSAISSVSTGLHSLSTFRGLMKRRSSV
# KCNQ1 pot – potentiates or activates the human KCNQ1 potassium channel; actives 0.35% (n = 310,000); CHO-K1 KCNQ1, thallium flux FluxOR fluorescence; stronger effect = higher value; P51787; B-score at 10 µM; AID 2648;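 active = fluorescence ratio B-score, a plate-corrected score, at least three library SD, with initial intensity B-score within 5 SD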
# Target sequence (P51787 whole entry, looked up): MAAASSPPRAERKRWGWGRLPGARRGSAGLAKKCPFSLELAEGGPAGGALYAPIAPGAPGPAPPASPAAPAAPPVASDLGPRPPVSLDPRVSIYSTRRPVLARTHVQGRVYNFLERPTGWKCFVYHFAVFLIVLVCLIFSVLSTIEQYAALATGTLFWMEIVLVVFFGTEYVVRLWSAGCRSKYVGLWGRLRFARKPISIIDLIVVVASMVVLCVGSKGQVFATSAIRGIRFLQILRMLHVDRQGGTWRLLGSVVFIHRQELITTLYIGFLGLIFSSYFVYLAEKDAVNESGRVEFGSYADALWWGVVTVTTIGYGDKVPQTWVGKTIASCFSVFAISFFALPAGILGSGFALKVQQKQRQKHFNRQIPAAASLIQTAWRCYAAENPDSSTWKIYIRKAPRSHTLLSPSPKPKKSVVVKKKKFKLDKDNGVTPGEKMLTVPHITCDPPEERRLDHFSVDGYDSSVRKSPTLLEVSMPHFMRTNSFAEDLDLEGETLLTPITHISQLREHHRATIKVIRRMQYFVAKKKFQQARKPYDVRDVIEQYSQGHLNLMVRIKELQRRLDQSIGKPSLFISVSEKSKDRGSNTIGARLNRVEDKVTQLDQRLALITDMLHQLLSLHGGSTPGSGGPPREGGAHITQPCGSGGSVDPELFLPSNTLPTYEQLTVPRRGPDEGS
#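 Material: CHO-K1 cells stably expressing KCNQ1. Medium: assay buffer for compound exposure, DMSO matched across wells. Reagent: K+/Tl+ depolarizing stimulus. Compound dosing: single-concentration screen. Times: 37 °C overnight plating, 90-min dark dye load, 20-min compound pretreatment. Technique: FluxOR Tl+ flux fluorescence.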
# PolyA inh – yeast polyadenylation inhibition; S. cerevisiae SKY197-pL101 polyadenylation reporter, beta-gal luminescence; efflux-impaired pdr1/pdr3 knockout yeast; score 100 = 6 SD above DMSO; calls only at 12 µM; actives 0.02% (n = 300,000);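 active = lowest replicate activity score at least 50, where 100 means six control SD above control mean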;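 note: yeast exposed to compound for 9 h at 30 °C; higher score means more reporter readthrough which indicates perturbed polyadenylation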
# KCNK9 block – inhibitors of human KCNK9 two-pore domain potassium channel; HEK293 KCNK9, FluxOR thallium flux fluorescence; stronger effect = lower value; AID 488922; actives 1.2% (n = 310,000); B-score at 10 µM;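 active = ratio B-score over 3 SD below the library mean, with starting fluorescence within 5 SD of its mean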;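 note: negative B-score means less thallium flux so channel inhibition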
# TRPC4 inh – inhibitors of mouse TRPC4 channel; HEK293 TRPC4beta/mu-opioid, DAMGO-evoked Fluo4 calcium flux; stronger effect = lower value; B-score at 10 µM; actives 0.39% (n = 300,000); AID 2247;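 active = B-score over 3 SD under the library average, no early fluorescence shift, positive overall ratio signal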
#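 material = TRPC4beta/mu-opioid receptor HEK293 cell line | probe or stimulus = sequential submaximal and maximal DAMGO stimulation | compound dosing = one concentration per compound | measured by = Fluo4 Ca2+ flux fluorescence | evaluation = integrated fluorescence ratio relative to baseline, converted to per-well B score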
# TRPC4 agonist – TRPC4 (mouse) channel activation | HEK293 TRPC4beta/mu-opioid, Fluo4 calcium fluorescence; stronger effect = higher value | B-score at 10 µM | actives 0.49% (n = 310,000) | AID 2237;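 active = B-score above 5 SD of library B-scores, and initial fluorescence ratio not above library mean plus 5 SD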;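 note: positive B-score marks a calcium rise read as TRPC4 activation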
#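 Incubation: 45 min room-temperature Fluo4 loading, 110 s read / System: HEK293 cells stably co-expressing mouse TRPC4beta and mu-opioid receptor / Signal: Fluo4 fluorescence, kinetic / Control set: buffer (low) and maximal DAMGO (high) / Measure: integrated baseline-normalised fluorescence ratio, converted to per-well B score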
# hERG rescue – compounds protecting human hERG from proarrhythmic drug block; CHO-hERG, FluxOR thallium flux, dofetilide IC70 present; actives 0.51% (n = 310,000); AID 1511; Q12809; activation (rescue from dofetilide block), less the hit threshold, % at 10 µM;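 active = activation above the mean of controls blocked by dofetilide plus 5 SD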;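 note: thallium influx through hERG after potassium depolarization seen as dye fluorescence rise; in these data hits start at about 4.7%; inactives centre near -7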
# Platelet DG rel – platelet dense granule release activity; AID 1663; actives 0.22% (n = 300,000); inhibition, %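 (compounds screened at 7.5 µM in platelet-rich plasma)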; human platelet-rich plasma, SFLLRN dense granule ATP release, luminescence;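 active = mean replicate score, as percent of positive control, at or above 50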
# KCNQ1 inh – human KCNQ1 channel inhibition | CHO-K1 KCNQ1, FluxOR thallium flux fluorescence; stronger effect = higher value | B-score at 10 µM | actives 1.3% (n = 310,000);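 active = compounds whose thallium flux B-score, printed positive for inhibition, exceeds three library SD while starting fluorescence stays within three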;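 note: channel opened by potassium depolarization with thallium stimulus after 20 min compound exposure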
# An asterisk follows results filed as active; i = inactive; / = no result given.
SMILES,TRPC4 PAM,DYRK1A inh,KCNK3 block,KCNQ1 pot,PolyA inh,KCNK9 block,TRPC4 inh,TRPC4 agonist,hERG rescue,Platelet DG rel,KCNQ1 inh
COc1cc(C=O)ccc1OCCOCCOc1ccc(Cl)cc1,i,2,i,i,i,i,i,i,-7,1,i
COc1ccc(C2C(C(C)=O)=C(C)N=c3s/c(=C\c4cc(C)n(C)c4C)c(=O)n32)c(OC)c1 (centres undefined),i,0,i,i,i,i,i,i,-25,0,9*
O=C(Nc1nccs1)c1ccc(Br)s1,i,5,i,i,i,i,i,i,-5,0,i
Cc1cccc(OCCCC(=O)Nc2ccc(N3CCCCC3)cc2)c1C,i,-13,i,i,i,i,i,i,-5,-3,i
N#Cc1c(SCC(=O)Nc2ccccc2)nsc1SCC(=O)Nc1ccccc1,i,-4,i,i,i,i,i,i,-8,7,i
CSc1ncccc1C(=O)N(C)CC(=O)Nc1ccc(Cl)c(C(F)(F)F)c1,i,2,i,i,i,i,i,i,-7,-4,i
COc1ccc(-c2cc(C3CCNCC3)[nH]n2)cc1,i,2,i,i,i,i,i,i,-4,4,i
COc1cccc2cc(C(=O)N3CC(C)OC(C)C3)c(=O)oc12 (centres undefined),i,-2,i,i,i,i,i,i,-10,-6,i
O=C(O)c1cc2c(ccc3ccccc32)[nH]1,i,29,i,i,i,i,i,i,1,4,i
COc1ccc(C(=O)NCc2cnn(C)c2)cc1OC1CCN(C(C)C)CC1,i,-6,i,i,i,i,i,i,-6,0,i
CCOC(=O)C1CCN(C(=O)c2ccc3c(Cl)c4c(nc3c2)CCCC4)CC1,i,-2,i,i,i,i,i,i,-17,-9,i
NC(=O)CC(NC(=O)Cc1ccc(Cl)cc1)c1ccc(NC2CCCCCCC2)c([N+](=O)[O-])c1 (centres undefined),i,7,i,i,/,i,i,i,-8,3,i
COc1ccc(NC(C)=O)cc1S(=O)(=O)N1CCN(C(=O)c2ccccc2F)CC1,i,-5,i,i,i,i,i,i,-2,6,i
N=c1sccn1CC(=O)Nc1ccccc1-c1ccccc1,i,-11,i,i,i,i,i,i,-3,0,i
CCCc1nc(N)c(C#N)c(-c2ccco2)c1CC,i,5,i,i,i,i,i,i,-9,2,i
CCS(=O)(=O)N1Cc2ccccc2CC1C(=O)Nc1ccc(F)c(F)c1F (centres undefined),i,-3,i,i,i,i,i,i,-7,/,i
COCCCNC(=S)NNC(=S)Nc1ccccc1,i,/,i,i,i,i,i,i,-7,-2,i
CC(C)(C)C(=O)Nc1ccc(S(=O)(=O)N2CCC(c3nc4ccccc4[nH]3)CC2)cc1,i,5,i,i,i,i,i,i,-11,2,i
Clc1ccc(CNc2ccccc2NCc2ccc(Cl)nc2)cn1,i,/,i,i,i,i,i,i,-6,-4,i
CCC1CCCCN1C(=O)Nc1ccc(F)cc1 (centres undefined),i,6,i,i,i,i,i,i,-11,0,i
CCOC(=O)N1CCC(NC(=O)c2cc(COc3ccccc3SC)on2)CC1,i,0,i,i,i,i,i,i,-10,-34,i
O=C(Nc1cc(N2CCOCC2)ncn1)Nc1cccc2ccccc12,i,-1,i,i,i,i,i,i,0,-4,i
COCCn1c(NC(=S)NC(=O)C2CC2)cc(=O)[nH]c1=O,i,/,i,i,i,i,i,i,-4,-16,i
CC(C)(C)C(=O)/C=C(N)/C=C/c1ccccc1,i,0,i,i,i,i,i,i,-8,-2,i
CSCC(C)N1CCC(n2nccc2NC(=O)c2ccc3c(c2)OCO3)CC1 (centres undefined),i,2,i,i,i,i,i,i,-7,5,i
SMILES,TRPC4 PAM,DYRK1A inh,KCNK3 block,KCNQ1 pot,PolyA inh,KCNK9 block,TRPC4 inh,TRPC4 agonist,hERG rescue,Platelet DG rel,KCNQ1 inh
CN1CCN(C(=O)CN(c2ccccc2)S(=O)(=O)N(C)C)CC1,i,/,/,i,i,i,i,i,0,-3,i
CCN(CC)c1ccc(NC(=O)CCN2C(=O)c3ccccc3S2(=O)=O)c(C)c1,i,6,i,i,i,i,i,i,-14,11,i
O=C(COC(=O)CNC(=O)c1ccc(Cl)cc1)Nc1cccc(S(=O)(=O)N2CCCC2)c1,i,7,i,i,i,i,i,i,-17,6,i
CC(=O)c1sc(NC(=O)c2ccc(C)c(C)c2)nc1C,i,3,i,i,i,i,i,i,-1,2,i
Brc1ccc(CSc2nnc(-c3ccco3)o2)cc1,i,0,i,i,i,i,i,i,-6,-8,i
Cc1ccc(S(=O)(=O)Nc2nncs2)cc1,i,8,i,i,i,i,i,i,-5,-6,i
O=C(NCC1(c2ccccc2)CCCC1)c1cccc(Br)c1,i,-1,i,i,i,i,i,i,-12,2,6*
O=C(NCCCn1ccnc1)c1cc2ccccc2o1,i,5,i,i,i,i,i,i,-16,-7,i
CCOC(=O)C(C)n1nc(/C=C/c2ccc(OC)cc2)ccc1=O (centres undefined),i,0,i,i,i,i,i,i,-10,4,i
COC(=O)c1cc(NC(=O)c2c(Cl)nc3sccn23)cc(C(=O)OC)c1,i,-9,i,i,i,i,i,i,-1,-2,i
CCN(CC)C(=O)c1cc2c(=O)oc3ccccc3c2s1,i,8,i,i,i,i,i,i,-19,-2,i
O=C(COc1ccc(S(=O)(=O)N2CCOCC2)cc1)N1CCc2ccccc2C1,i,-4,i,i,i,i,i,i,-9,-8,i
O=C(NCCCN1CCOCC1)c1cc(-c2ccc(Cl)cc2)on1,i,2,i,i,i,i,i,i,-8,11,i
CC(=O)N(/N=C/c1ccc([N+](=O)[O-])o1)c1nc2ccccc2c(=O)n1-c1ccccc1,i,-1,i,i,i,i,i,i,-9,-38,i
CCSc1nnc(-c2cc3c(s2)-c2ccccc2CC3)o1,i,-4,i,i,i,i,i,i,-12,8,i
C/C(CC(=O)Nc1ccc2c(c1)OCO2)=N\NC(=O)c1ccc(N)cc1,i,-4,i,i,i,i,i,i,-4,23,i
COC(=O)Cn1c(CN(C)Cc2ccccc2)nc2c1c(=O)n(C)c(=O)n2C,i,0,i,i,i,i,i,i,-9,18,i
COc1ccccc1OCCn1c(CO)nc2ccccc21,i,4,i,i,i,i,i,i,-4,1,i
COc1ccc(C(=O)NCc2nnc(SCC(=O)Nc3ccccc3OC)o2)cc1,i,2,i,i,i,i,i,i,-5,7,i
CCn1c(CCNC(=O)c2ccco2)nc2ccccc21,i,-2,i,i,i,i,i,i,-5,4,i
CCN=c1sc2ccccc2n1CC(O)COc1ccccc1 (centres undefined),i,8,i,i,i,i,i,i,-9,5,i
Cc1ccc(NC(=S)N2CCC(N(C)CC3CCCO3)CC2)c(C)c1 (centres undefined),i,1,i,i,i,i,/,i,-9,-3,i
Cc1cc(=O)n2[nH]c(SCc3c(F)cccc3Cl)nc2n1,i,2,i,i,i,i,i,i,-8,-19,i
CCCOc1ccc(C(CC(=O)O)NC(=O)Cc2ccccc2)cc1 (centres undefined),i,4,i,i,i,i,i,i,-2,0,i
O=[N+]([O-])c1ccc(NC(=S)N/C(=N/CS(=O)(=O)c2ccccc2)c2ccccc2)cc1,i,2,i,i,i,i,i,i,-18,6,i

# Another view of four compounds above.
> COc1ccccc1OCCn1c(CO)nc2ccccc21
  TRPC4 PAM: i
  DYRK1A inh: 4
  KCNK3 block: i
  KCNQ1 pot: i
  PolyA inh: i
  KCNK9 block: i
  TRPC4 inh: i
  TRPC4 agonist: i
  hERG rescue: -4
  Platelet DG rel: 1
  KCNQ1 inh: i

> COc1ccc(C(=O)NCc2nnc(SCC(=O)Nc3ccccc3OC)o2)cc1
  TRPC4 PAM: i
  DYRK1A inh: 2
  KCNK3 block: i
  KCNQ1 pot: i
  PolyA inh: i
  KCNK9 block: i
  TRPC4 inh: i
  TRPC4 agonist: i
  hERG rescue: -5
  Platelet DG rel: 7
  KCNQ1 inh: i

> CCn1c(CCNC(=O)c2ccco2)nc2ccccc21
  TRPC4 PAM: i
  DYRK1A inh: -2
  KCNK3 block: i
  KCNQ1 pot: i
  PolyA inh: i
  KCNK9 block: i
  TRPC4 inh: i
  TRPC4 agonist: i
  hERG rescue: -5
  Platelet DG rel: 4
  KCNQ1 inh: i

> CCN=c1sc2ccccc2n1CC(O)COc1ccccc1 (centres undefined)
  TRPC4 PAM: i
  DYRK1A inh: 8
  KCNK3 block: i
  KCNQ1 pot: i
  PolyA inh: i
  KCNK9 block: i
  TRPC4 inh: i
  TRPC4 agonist: i
  hERG rescue: -9
  Platelet DG rel: 5
  KCNQ1 inh: i

# The list goes on.
SMILES,TRPC4 PAM,DYRK1A inh,KCNK3 block,KCNQ1 pot,PolyA inh,KCNK9 block,TRPC4 inh,TRPC4 agonist,hERG rescue,Platelet DG rel,KCNQ1 inh
O=C1CSC(=Nc2cc(Cl)ccc2Cl)N1,i,4,i,i,i,i,i,i,-6,6,i
Cc1cc(=O)oc2cc(OCC(=O)NCCCN3CCOCC3)c(Cl)cc12,i,/,i,i,i,i,i,i,-11,-2,i
Cc1cccc(N2CC(C(=O)Nc3nnc(SCC(=O)Nc4cc(C)on4)s3)CC2=O)c1 (centres undefined),i,-5,i,i,i,i,i,i,-2,-17,i
COC(=O)CNC(=O)c1cn(-c2ccc(C)c(C)c2)c(=O)c2ccccc12,i,4,i,i,i,i,i,i,-5,2,i
CCN(CC)CCNC(=O)C(=O)NCC1OCCN1S(=O)(=O)c1ccc(Cl)cc1 (centres undefined),i,-5,i,i,i,i,i,i,-2,10,i
COc1ccccc1OCC(=O)Nc1nonc1NC(=O)COc1ccccc1OC,i,1,i,i,i,i,i,i,-5,-1,i
Cc1cc(C)c2c(n1)SCC(=O)N2CC(=O)NCCC1=CCCCC1,i,-9,i,i,i,i,i,i,-5,1,i
NC1=NC2(CCCCC2)N=C(Nc2ccc(F)cc2F)N1,i,-1,i,i,i,i,i,i,-4,0,i
CCOc1ccccc1N1CC(C(=O)N2CCc3ccccc32)CC1=O (centres undefined),i,-1,i,i,i,i,i,i,-5,-1,i
Cc1cccn2c(=O)nc(SCC(=O)N3CC(C)OC(C)C3)nc12 (centres undefined),i,18,i,i,i,i,i,i,-4,2,i
Cc1cc(NC(=O)c2noc3c2CCCC3)nn1Cc1ccc(Cl)cc1,i,8,i,i,i,i,i,i,-18,5,i
Cc1ccc(N(CC(=O)NC2CCCCC2C)S(=O)(=O)c2c(C)nn(C)c2C)cc1 (centres undefined),i,/,i,i,i,i,i,i,-6,-10,i

# A portion of the library; rates above refer to the full screens.
